Screening data deposited in PubChem BioAssay by National Center for Advancing Translational Sciences (NCATS).
D2 potentiator: positively modulates the human D2 dopamine receptor allosterically | P14416 | HEK293 T-REx D2, calcium flux, EC20 dopamine potentiation | potentiation, % at 10 µM | 340,000 compounds, 0.34% hits | AID 485347;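 active = potentiation over 3 SD above the plate norm, cut at about 30% in these data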; also: 0% is about no effect
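Potentiation of an EC20 dopamine calcium response is measured in a force-coupled, tetracycline-inducible Hek293 Trex D2 line. Compound-only kinetic reads over 180 s flag agonists before dopamine addition.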
Vif-APOBEC3F blk: Vif-A3F binding inhibition. 390,000 compounds, 0.2% hits. Potency, µM (titrated, usually from 46.1 µM), for the others: at the top dose activity, negative = active. HeLa A3F-eYFP + Vif (tagged APOBEC3F with the HIV-1 protein that degrades it), YFP fluorescence increase; also: potency is read from the fitted curve at half-maximal effect; % of control where 0% means no effect; nearly all actives have a fitted effect of over 65% in size
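Fluorescence increase (Ex 488/Em 500-530) after overnight compound treatment at 37 deg C flags inhibition of Vif-driven A3F-eYFP loss in stable HeLa A3F-eYFP/Vif cells seeded overnight beforehand.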
LDHA block: blocks human lactate dehydrogenase A; P00338; purified LDHA, NADH/diaphorase-resazurin fluorescence; hits give low values; activity change, % (values are at about 110 or 230 µM); 480,000 compounds, 0.15% hits; AID 1347041; in the data active = activity change below about -30%; inconclusive = mostly about -25% to -30%;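 also: plate controls were DMSO wells for no effect and wells without enzyme for full effect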
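Human LDH5 at 2 nM final in Tris HCl pH 7.4 with 0.06 mM NADH and 0.2 mM pyruvate, reacted 5 minutes at room temperature. Remaining NADH coupled via diaphorase/resazurin; resorufin fluorescence read at 0 and 20 minutes, normalized to enzyme-free and DMSO wells.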
D1 antag: human D1 dopamine receptor antagonism; P21728; HEK293 TREx D1 cells, calcium flux, dopamine EC80; hits give low values; activity change, negative = inhibition, % at 10 µM; 360,000 compounds, 3.2% hits; AID 504652; in the data active = activity change below about -30%; also: % is scaled to controls: 0 for no effect and ±100 for the full control effect
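Calcium flux readout: force-coupled, inducible Hek293 Trex D1 line, cells induced overnight at 30 C with tetracycline, dye-loaded 30–90 min at RT. Antagonism scored against EC80 dopamine challenge given 180 s after compound.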
D1 ag: agonists of human D1 dopamine receptor; P21728; activation, % at 2 µM; AID 504660; 360,000 compounds, 1% hits; HEK293 T-REx D1 cells, calcium flux, agonist mode; in the data active = activation above about 30%; also: 0% is about no effect
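Agonism was scored from calcium flux recorded over 180 s (1 read/s) after pintool compound addition, following a 10-cycle baseline. Cells were inducible force-coupled HEK293 TREx D1, plated overnight at 30 C and loaded with no-wash calcium dye.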
RXFP1 agonist: activates the human relaxin receptor RXFP1 | Q9HBX9 | HEK293T-RXFP1 cAMP TR-FRET, 30 min; response scale: percent of porcine relaxin response, buffer zero | Potency, µM (doses to about 57.5 µM), inactives show at the top dose activation, actives largely listed as activators | 370,000 compounds, 0.3% hits | AID 2676; also: potency is read from the fitted curve at half-maximal effect; % is scaled to controls: 0 for no effect and ±100 for the full control effect; nearly all actives have a fitted effect of over 60% in size; many of its hits are not listed in these tables
Target sequence (Q9HBX9 whole entry, looked up): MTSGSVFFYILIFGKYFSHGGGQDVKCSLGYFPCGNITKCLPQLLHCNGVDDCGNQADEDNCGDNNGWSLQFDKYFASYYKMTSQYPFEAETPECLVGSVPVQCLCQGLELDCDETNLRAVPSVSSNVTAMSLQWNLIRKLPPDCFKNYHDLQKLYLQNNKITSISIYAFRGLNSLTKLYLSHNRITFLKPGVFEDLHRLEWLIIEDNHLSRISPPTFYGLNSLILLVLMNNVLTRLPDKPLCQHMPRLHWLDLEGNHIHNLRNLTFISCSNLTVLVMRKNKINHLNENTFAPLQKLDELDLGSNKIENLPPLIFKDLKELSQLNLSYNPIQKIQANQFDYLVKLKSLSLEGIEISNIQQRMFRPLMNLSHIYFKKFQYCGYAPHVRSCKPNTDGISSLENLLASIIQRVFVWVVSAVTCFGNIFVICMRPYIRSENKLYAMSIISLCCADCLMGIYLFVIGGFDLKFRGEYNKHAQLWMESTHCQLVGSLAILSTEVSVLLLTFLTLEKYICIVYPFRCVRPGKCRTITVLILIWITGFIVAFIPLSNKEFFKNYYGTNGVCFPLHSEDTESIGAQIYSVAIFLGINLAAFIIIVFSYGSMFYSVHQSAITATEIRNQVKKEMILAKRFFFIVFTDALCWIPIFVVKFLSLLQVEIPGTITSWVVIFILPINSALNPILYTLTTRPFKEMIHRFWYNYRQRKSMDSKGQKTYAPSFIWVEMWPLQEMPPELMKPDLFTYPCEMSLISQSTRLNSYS
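HEK293T cells stably expressing RXFP1 were pretreated with the PDE4 inhibitor Ro 20174, exposed to compounds for 30 min at 37C, lysed, and cAMP was read by TR-FRET. Data normalized to buffer (basal) and 29 nM porcine relaxin (100%).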
GRP78 ERSR act: inducers of ER stress response in human glioma cells; U87-MG GRP78 promoter luciferase reporter, 16 h; 420,000 compounds, 0.02% hits; Potency, µM, without a hit: at the top dose activation, usual class: activators; also: potency is read from the fitted curve at half-maximal effect; series mostly up to about 76 µM; % of control where 0% means no effect; nearly all actives have a fitted effect of over 35% in size
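Stably transfected U87-MG glioma cells carrying a GRP78-based luciferase sensor; 16 h compound incubation. Luminescence end-point read 10 min after Bright-Glo addition at room temperature.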
D1 potentiator: potentiators of human D1 dopamine receptor | P21728 | HEK293 TREx D1 cells, calcium flux, dopamine EC20 potentiation | potentiation, % at 10 µM | 360,000 compounds, 0.036% hits | AID 504651; in the data active = potentiation above about 30%; also: 0% is about no effect
Vif-APOBEC3G blk: inhibitors of Vif-APOBEC3G interaction; Q9HC16; HeLa A3G-eYFP + Vif (tagged APOBEC3G with the HIV-1 protein that degrades it), YFP fluorescence, overnight; Potency, µM (titrated, usually from 46.1 µM), without a hit: at the top dose activity, negative = active, hits mostly inhibitors; 410,000 compounds, 0.076% hits; AID 602310;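 also: potency is read from the fitted curve at half-maximal effect; % is scaled to controls: 0 for no effect and ±100 for the full control effect; nearly all actives have a fitted effect of over 60% in size; hits raise eYFP signal because A3G escapes Vif-driven loss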
Target sequence (Q9HC16 whole entry, looked up): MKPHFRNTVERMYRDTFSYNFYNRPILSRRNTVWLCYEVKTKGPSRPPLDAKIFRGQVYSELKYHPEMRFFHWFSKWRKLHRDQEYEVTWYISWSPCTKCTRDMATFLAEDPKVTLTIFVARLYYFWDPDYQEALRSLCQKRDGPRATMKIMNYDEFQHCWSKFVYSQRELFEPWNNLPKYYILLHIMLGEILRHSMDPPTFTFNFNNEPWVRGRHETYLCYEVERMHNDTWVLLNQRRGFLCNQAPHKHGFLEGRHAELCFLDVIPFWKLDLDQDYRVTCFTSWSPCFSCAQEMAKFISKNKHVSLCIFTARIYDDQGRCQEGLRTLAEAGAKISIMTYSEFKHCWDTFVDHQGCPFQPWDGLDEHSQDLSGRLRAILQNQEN
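Read-out is eYFP fluorescence (Ex 488/Em 500-530) from Vif-expressing HeLa A3G-eYFP cells; more signal means A3G escaped Vif-mediated degradation. Cells plated overnight, compound pinned in, incubated overnight at 37 deg C.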
* marks the source's active call; other numbers are inactive results; ? = inconclusive; . = not tested or not shown; & = joins results of further samples. Unless noted, calls follow the shape of the dose curve; as a rule, active = well fitted curve in the direction sought with a large enough effect; inconclusive = small, poorly fitted or top-dose-only effect, or another doubt; inactive = no such curve, though single readings can be large; an effect the other way counts as inactive or inconclusive. Some of the compounds tested (hit frequency here may not be typical).

SMILES | D2 potentiator | Vif-APOBEC3F blk | LDHA block | D1 antag | D1 ag | RXFP1 agonist | GRP78 ERSR act | D1 potentiator | Vif-APOBEC3G blk
COc1cc(CNCCCCO)ccc1OCc1ccccc1F | 0 | 4% | -5 | 5 | 2 | -0.4% | 1% | -2 | 5%
Cc1cc(C)nc(NC(=O)c2ccc(C)c(C)c2)n1 | -7 | 1% | -4 | 4 | 3 | -0.1% | -1% | -1 | -1%
Cc1c(C(N)=O)sc2ncn(CC(=O)N3CCC(C)CC3)c(=O)c12 | 0 | -1% | -3 | -10 | 3 | 2.5% | -6% | -9 | -2%
O=C(c1cc(-c2ccccc2)nn1CC1CC(c2cccnc2)=NO1)N1CCOCC1 (stereo not drawn) | . | -3% | 2 | . | . | . | -3% | . | 1%
COc1ccc(C2SCCN2C(=O)c2ccc([N+](=O)[O-])cc2)cc1 (stereo not drawn) | . | -10% | -4 | -2 | 0 | 0.4% | -3% | 1 | 0%
CN1CCc2c(sc(/N=C/c3c[nH]c4ccccc34)c2C#N)C1 | -26 | ? | 4 | -9 | 6 | 6.9% | 3% | -3 | -20%
CNC[C@@H]1OCc2ccccc2-c2c(n(C)c3ccccc23)C(=O)N([C@H](C)CO)C[C@@H]1C | . | -2% | -1 | . | . | . | 0% | . | 1%
CC1CCCCC1NC(=O)COC(=O)COc1ccccc1Cl (stereo not drawn) | 2 | -2% | -2 | -10 | 3 | 1.5% | -4% | -3 | 6%
CC(=O)N1c2c(cc(Br)cc2S(=O)(=O)NCc2ccc3c(c2)OCO3)CC1C (stereo not drawn) | -15 | -5% | -4 | -6 | 2 | 1.0% | -4% | 2 | 0%
CC(C)COc1ccc(C(=O)N2CCN(CCc3ccccn3)CC2)cc1 | -3 | -1% | -9 | 3 | -2 | 0.7% | -3% | -1 | 0%
O=S(=O)(c1ccc(Cl)cc1)c1nc(-c2ccco2)oc1N1CCCCC1 | 16 | 6% | -5 | 7 | 2 | 0.3% | -4% | 10 | 2%
CCOC(=O)c1cc(-c2ccccc2)n(CC(=O)O)c1C | 5 | -11% | -1 | -9 | 2 | -0.5% | -2% | 1 | 6%
C[C@H](CO)N1C[C@H](C)[C@@H](CN(C)Cc2ccc(C(=O)O)cc2)Oc2c(NC(=O)c3ccncc3)cccc2C1=O | . | 7% | 1 | . | . | . | 0% | . | 3%
Cc1cc(C(=O)OCC(=O)Nc2c(Cl)cccc2Cl)c(C)o1 | . | 7% | -13 | . | . | . | -4% | . | 0%
Cc1ccnc(NC(=O)c2cccc3ccccc23)c1 | 8 | -2% | 1 | -4 | 1 | 2.5% | 3% | -9 | 1%
CC(=O)c1ccc(N2CCN(C(=O)c3ccc(Cl)c(NC4=NC5CS(=O)(=O)CC5S4)c3)CC2)cc1 (stereo not drawn) | -6 | 1% | -3 | 3 | 0 | 0.4% | 4% | 5 | 2%
CCOc1ccc(NC(=O)Cn2cc(C(=O)c3ccc(CC)cc3)c(=O)c3cc4c(cc32)OCO4)cc1 | 1 | 0% | -4 | -15 | 1 | ? | -3% | 0 | -9%
COc1ccc(C(N)=O)cc1NC(=O)CC(O)(C(F)(F)F)C(F)(F)F | -6 | 2% | 0 | -9 | 3 | 1.5% | -2% | -2 | 1%
CN(C)S(=O)(=O)c1ccc2c(c1)N(CC(=O)NCc1ccc(F)cc1)C(=O)CS2 | 1 | 4% | 0 | 8 | 3 | 0.5% | -1% | -4 | 2%
Cc1ccc(C(=O)N2CCCCC2)cc1NC1=C(Cl)C(=O)N(Cc2ccccc2)C1=O | 0 | -11% | 2 | -5 | 0 | 1.8% | -5% | -10 | -16%
CC1CC(C)CN(CCCNC(=O)c2csc3c2CCCC3)C1 (stereo not drawn) | -4 | 0% | 5 | 1 | 3 | 0.7% | -3% | -6 | -1%
O=C(Nc1cccc(C(=O)O)c1)/C(=C\c1ccc2c(c1)OCO2)NC(=O)c1ccccc1 | -1 | 14% | -3 | -5 | 5 | -1.0% | -2% | 1 | 2%
COc1ccccc1N1CCN(C(=O)CCNC(=O)c2ccco2)CC1 | -8 | 4% | -11 | -3 | 1 | 1.1% | 0% | 0 | 0%
Cc1ccc(C(=O)N2CCCC(C(F)(F)F)C2)cc1S(=O)(=O)N1CCOCC1 (stereo not drawn) | -4 | -12% | -10 | -1 | 6 | 2.7% | -6% | . | 0%
O=C(NC(=S)NCCc1ccccc1)c1ccccc1F | 10 | 1% | -3 | -17 | 5 | -0.8% | 7% | -6 | -1%

One compound at a time (already shown). Order of screens: D2 potentiator, Vif-APOBEC3F blk, LDHA block, D1 antag, D1 ag, RXFP1 agonist, GRP78 ERSR act, D1 potentiator, Vif-APOBEC3G blk
Shown for O=S(=O)(c1ccc(Cl)cc1)c1nc(-c2ccco2)oc1N1CCCCC1 → 16, 6%, -5, 7, 2, 0.3%, -4%, 10, 2%
Shown for Cc1cc(C(=O)OCC(=O)Nc2c(Cl)cccc2Cl)c(C)o1 → ., 7%, -13, ., ., ., -4%, ., 0%

(listing goes on)
SMILES | D2 potentiator | Vif-APOBEC3F blk | LDHA block | D1 antag | D1 ag | RXFP1 agonist | GRP78 ERSR act | D1 potentiator | Vif-APOBEC3G blk
CCc1ccc2nc(SCC(=O)N3CCCCC3)c(C#N)cc2c1 | . | 4% | -3 | . | . | . | -1% | . | 2%
Cc1cccc(C)c1NC(=S)N(CCN(C)C)Cc1cccs1 | . | 5% | -5 | 3 | 3 | -0.2% | -2% | 1 | 1%
CN(Cc1ccccc1)C(=O)c1[nH]cnc1C(=O)N[C@@H](Cc1ccccc1)C(=O)OC(C)(C)C | 3 | -2% | 2 | 1 | 1 | -0.1% | -4% | -3 | 2%
COc1cc2cc(CNc3ccccc3)c(=O)n(CC(=O)Nc3cccc(Cl)c3C)c2cc1OC | -8 | 2% | 15 | -6 | 7 | ? | -1% | -3 | -2%
C[C@@H]1CN(S(=O)(=O)c2ccc3c(c2)OCCO3)CCN1S(=O)(=O)c1c(F)cccc1F | . | 4% | -1&-3 | -33* | 2 | . | -2% | 1 | -27%
Cc1nn(CC(=O)Nc2c(F)cc(F)cc2Br)c(=O)c2cccn12 | -2 | 4% | 0 | -1 | 8 | 7.1% | -7% | 0 | -1%
O=C(COC(=O)C1(c2ccc(F)cc2)CCCC1)NCc1ccc2c(c1)OCO2 | . | 0% | -8 | -32* | 10 | -0.2% | -6% | -10 | 0%
CCc1ccc(N(CC(=O)N2CCOCC2)S(C)(=O)=O)cc1 | 4 | 5% | 1 | 1 | 0 | -1.9% | -4% | -5 | -1%
CCOC(=O)C(C)N1N=C(/C=C/c2ccc(OC)cc2)CCC1=O (stereo not drawn) | 9 | 3% | -3 | 45 | 5 | -0.6% | -4% | -5 | 1%
COc1ccc(N2CCN(CCCNC(=O)C(=O)c3c(C)[nH]c4ccccc34)CC2)cc1 | -19 | 20% | -3 | -29 | 4 | -3.0% | -5% | 2 | 4%
COc1ccccc1NC(=O)C(C(C)C)N1C(=O)c2ccccc2C1=O (stereo not drawn) | -2 | -2% | -2 | -4 | 8 | 3.1% | -2% | 0 | -5%
O=C(O)CCC(=O)Nc1ccc(Sc2ccc([N+](=O)[O-])cc2)cc1 | . | 9% | 0 | 6 | 4 | -0.5% | -4% | -6 | -5%
O=C(Cn1c(C(=O)NCCCN2CCOCC2)cc2sccc21)c1ccccc1 | . | 10% | 2 | -1 | 4 | 1.5% | 3% | -3 | -10%
CCc1nn(CC(=O)O)c(=O)c2ccccc12 | -1 | 1% | -12 | -1 | 1 | 5.5% | -3% | -2 | 0%
COc1ccc(C(CNC(=O)C(CCSC)NC(=O)c2ccccc2Cl)N2CCOCC2)cc1 (stereo not drawn) | 7 | -10% | -3 | -1 | 0 | -0.6% | 4% | -4 | 2%
Cc1cccc(NS(=O)(=O)c2ccc3oc(=O)ccc3c2)c1C | -2 | 6% | -5&4 | 6 | 3 | -2.3% | -3% | -8 | -3%
CC1Cc2ccccc2N1C(=O)CSc1nnc2sc3ccccc3n12 (stereo not drawn) | -5 | 2% | -1 | -3 | 0 | 1.1% | 0% | 2 | -1%
CCOc1ccc(OCC)c(NC(=O)CSc2nnc(-c3cccnc3)o2)c1 | 3 | -2% | 5 | -5 | -1 | 0.1% | -3% | -1 | 2%
CSc1ccc(S(=O)(=O)Nc2ccc(NC(C)=O)cc2)cc1 | 1 | -9% | -1 | 5 | 3 | 1.7% | -4% | 3 | -5%
Cn1cccc1C1Nc2ccccc2NC2=C1C(=O)CC(C)(C)C2 (stereo not drawn) | -2 | -7% | 10 | -19 | 17 | -2.3% | 12% | 8 | 2%
Cc1cc2nn(-c3ccc(Cl)cc3)nc2cc1NC(=O)C(C)C | -17 | 1% | -6 | -8 | 2 | 0.9% | -5% | 1 | 2%
O=C(N1CCN(c2cccc(Cl)c2)CC1)C1(S(=O)(=O)c2ccc(Cl)cc2)CC1 | -3 | -7% | -1 | -8 | 5 | -1.7% | -11% | 2 | 1%
COc1ccc(N(CC(C)C)S(=O)(=O)c2nnc(NC(=O)c3ccco3)s2)cc1 | -12&-3 | -2%&0% | -1&-1 | 1&-25 | 0&17 | -0.9%&1.9% | -6%&1% | 0&-4 | 0%&-1%
O=C(CSc1nnc(CNC(=O)c2ccccc2)o1)NCC1CCCO1 (stereo not drawn) | 9 | -5% | -4 | 14 | 6 | 4.1% | -4% | -5 | 3%
CN(C)c1ccnc(Nc2ccccc2)c1C#N | 3 | 3% | -4 | 7 | -1 | 0.6% | -4% | -3 | 1%
Cc1cccc2c1CC(C)(C)NC2=C(C#N)C#N | -5 | -2% | -5 | 14 | 2 | 5.6% | -4% | 0 | -2%
CCC1(C)COC(c2ccc(OC)c(OC)c2)OC1 (stereo not drawn) | . | -2% | -4 | . | . | . | -3% | . | 1%
COCCN1Cc2cccc(C(=O)Nc3ccccc3OC)c2C1=O | 13 | 3% | -2 | -7 | -1 | 1.4% | -4% | -3 | 6%
NC(=O)CC1(c2ccccc2)CCCCC1 | . | 2% | -4 | . | . | . | -3% | . | 1%
